Source: PubChem BioAssay
TRPC4 block: TRPC4 (mouse) channel inhibition; Q9QUQ5; HEK293 TRPC4beta/mu-opioid, DAMGO-evoked Fluo4 calcium flux; stronger effect = lower value; B-score at 10 µM; 0.39% of 300,000 active;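 active means B-score over 3 SD under the library average, no early fluorescence shift, positive overall ratio signal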
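Test system – stable TRPC4beta/mu-opioid receptor HEK293 cells · Probe or stimulus – DAMGO, a submaximal dose followed by a maximal one · Dosing – one concentration per compound · Signal – Fluo4 calcium fluorescence by kinetic imaging, 5 s 1 Hz baseline · Evaluation – per-well B score of integrated baseline-normalized Fluo4 ratio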
TRPC6 inhibitor: blocks the mouse TRPC6 cation channel; Q61143; HEK293-TRPC6, membrane potential dye, ACh-evoked depolarization; stronger effect = lower value; B-score at 10 µM; 1.1% of 310,000 active;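 active means B-score under library mean minus 3 SD, initial fluorescence not abnormally high, positive integrated signal ratio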;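 further: B-score derived from integrated fluorescence ratio over the kinetic read; more negative B-score means stronger inhibition of depolarization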
IEC-6 tox: counter-screen for KLF5 inhibitors: cytotoxicity in IEC-6 cells; IEC-6 cytotoxicity, luminescence viability; inhibition, % at 5 µM; 0.78% of 290,000 active; in the data active means inhibition above about 22%;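 further: 0% = plate median of test compound wells and 100% = cytotoxic reference compound wells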
MrgX1 antag: human MrgX1 receptor antagonism, primary screen | MRGX1-HEK293 calcium flux, Fluo-4, BAM8-22 antagonism; stronger effect = lower value | Q96LB2 | B-score at 10 µM | 1.3% of 310,000 active;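 active means calcium-response B-score plate-corrected more than 3 library SD below zero, starting fluorescence within 5 deviations, no agonist response on first addition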;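 further: peak minus trough fluorescence over baseline after final BAM8-22 challenge near maximal dose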
Target sequence (Q96LB2 whole entry, looked up): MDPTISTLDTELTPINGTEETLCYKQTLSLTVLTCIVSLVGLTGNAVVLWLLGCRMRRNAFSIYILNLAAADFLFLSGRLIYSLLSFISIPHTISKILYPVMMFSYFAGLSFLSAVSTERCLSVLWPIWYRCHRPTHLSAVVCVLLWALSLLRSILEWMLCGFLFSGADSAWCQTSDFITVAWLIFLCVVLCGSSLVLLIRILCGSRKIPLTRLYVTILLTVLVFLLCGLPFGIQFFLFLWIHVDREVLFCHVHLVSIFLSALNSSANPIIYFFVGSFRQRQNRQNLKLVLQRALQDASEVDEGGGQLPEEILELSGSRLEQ
TRPC4 PAM: allosteric potentiators of mouse TRPC4 channel | HEK293 TRPC4beta/mu-opioid, DAMGO EC20, Fluo-4 Ca2+ flux; stronger effect = higher value | AID 2227 | B-score at 10 µM | Q9QUQ5 | 0.42% of 310,000 active;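 active means B-score of calcium response area above 5 SD of library B-scores, with initial fluorescence ratio within 5 SD of library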;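 further: B-score of integrated fluorescence ratio over time as area under calcium response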
HIF activator: HIF pathway transcriptional activation; U2OS HRE-luciferase reporter, luminescence; normalized: DMSO 0%, desferrioxamine 100%; activation, % at 7.5 µM (by protocol); 0.32% of 300,000 active; AID 1910;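 active means mean activation of at least 10% of the iron chelator positive control signal, with at least half of replicates also reaching 10%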
KLF5 inhibitor: suppresses KLF5 promoter-driven expression; DLD-1 KLF5 promoter-luciferase reporter, luminescence; inhibition, % at 5 µM; 0.23% of 290,000 active;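 active means inhibition above a per-plate limit of that plate's mean compound inhibition plus 3 SD, cut at about 60% in these data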;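 further: 0% = DMSO wells and 100% = LY294002 at 200 µM; higher means less KLF5 promoter-driven luciferase light; inactives centre near -14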
aSyn 5UTR inh: 5' untranslated region of α-synuclein, MLPCN primary screen; alpha-synuclein 5'UTR reporter, inhibitor activity; inhibition, % (tested at 7.5 µM); 0.82% of 300,000 active; in the data active means inhibition above about 60%;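 further: H4 neuroglioblastoma cells stably carrying SNCA 5'UTR luciferase fusion; 0% = DMSO wells and 100% = positive control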
TRPC4 agonist: opens the mouse TRPC4 cation channel. B-score at 10 µM. AID 2237. HEK293 TRPC4beta/mu-opioid, Fluo4 calcium fluorescence; stronger effect = higher value. Q9QUQ5. 0.49% of 310,000 active;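 active means B-score above 5 SD of library B-scores, and initial fluorescence ratio not above library mean plus 5 SD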;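 further: positive B-score marks a calcium rise read as TRPC4 activation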
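Assay system: HEK293 stable line with TRPC4beta plus mu-opioid receptor; schedule: 45 min room-temperature Fluo4 loading, 110 s read; technique: kinetic Fluo4 calcium fluorescence; evaluation: integrated baseline-normalised fluorescence ratio, converted to per-well B score; controls: buffer (low) and maximal DAMGO (high)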
TRPC6 activator: activators of mouse TRPC6 channel; HEK293-TRPC6 membrane potential dye fluorescence; stronger effect = higher value; Q61143; B-score at 10 µM; 0.13% of 310,000 active; AID 2550;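 active means B-score of the integrated fluorescence ratio above library mean plus 3 SD, and starting fluorescence ratio within library mean plus 5 SD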;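 further: higher score means more depolarization so channel activation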
SKKanGAS inh: blocks kanamycin growth of S. pyogenes SKKanGAS strain; inhibition, % at 7.5 µM; BacTiter-Glo, 6 h; 1.3% of 300,000 active;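 active means mean replicate score, as percent of positive control median, at least 50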;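 further: strain carries kanamycin resistance gene driven by streptokinase promoter and grows in 40 µg/ml kanamycin; loss of luminescence reflects streptokinase promoter inhibition or plain growth inhibition; 0% = median of DMSO wells and 100% = positive control at its reference dose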
* = called active by the depositor; i = inactive; / = not tested or not shown. The order is random; about 5.8% have a hit in one of these screens.

SMILES | TRPC4 block | TRPC6 inhibitor | IEC-6 tox | MrgX1 antag | TRPC4 PAM | HIF activator | KLF5 inhibitor | aSyn 5UTR inh | TRPC4 agonist | TRPC6 activator | SKKanGAS inh
CN1CCN(C(=O)C2=C[C@@H](C3CCCCC3)C[C@@H](OCc3ccc(CO)cc3)O2)CC1 | i | i | 0 | i | i | 0.3 | -23 | 1 | i | i | 3
Cc1ccc(CN2CCC(Oc3cccc(C(=O)NCc4cccnc4)c3)CC2)o1 | i | i | -7 | i | i | -0.3 | -10 | -7 | i | i | -1
S=C(NCc1cccc(Cl)c1)NCc1ccco1 | i | i | 1 | i | i | -0.6 | -16 | -3 | i | i | 6
Cc1ccc(NC(=O)C2CCCCC2C(=O)O)cc1C (stereo not drawn) | i | i | 1 | i | i | 0.4 | -21 | 1 | i | i | 2
CC1=NN(c2ccccc2)C(=O)/C1=C\C=C\c1ccccc1 | i | i | 2 | i | i | 1.8 | -38 | -127 | i | i | 3
Cc1ccc(-c2cc(C(=O)Nc3ccc(S(=O)(=O)Nc4onc(C)c4C)cc3)c3ccccc3n2)cc1 | i | i | 0 | i | i | -0.1 | 1 | -27 | i | i | 38
CCCn1c(NC(=O)c2ccco2)nc2ccccc21 | i | i | 7 | i | i | 0.0 | 24 | -11 | i | i | -10
CCC(C)NC(=O)CN1c2cccc3cccc(c23)S1(=O)=O (stereo not drawn) | i | i | -1 | i | i | 0.4 | -15 | 4 | i | i | 5
COC(=O)c1ccccc1NC(=O)NN1CCN(C)CC1 | i | i | -2 | i | i | -0.4 | -41 | 13 | i | i | -1
COc1ccc(-c2csc3ncnc(N4CCN(c5ccccc5Cl)CC4)c23)cc1 | i | i | 4 | i | i | 0.0 | -13 | -11 | i | i | 55*
CCN1CCN(C(C)C(=O)Nc2c(C)n(C)n(-c3ccccc3)c2=O)CC1 (stereo not drawn) | i | i | 1 | i | i | -0.1 | -11 | 1 | i | i | 4
COc1cc2c(cc1OC)C(c1ccc(O)cc1)NCC2 (stereo not drawn) | i | i | -1 | i | i | -1.3 | 7 | 5 | i | i | -3
COC(=O)COc1ccc(S(=O)(=O)N2CCN(c3ccccc3F)CC2)cc1C | i | i | 2 | i | i | -0.6 | -31 | -7 | i | i | -6
Cc1cc2cc(CNC(=O)C3CC3)ccc2n1C | i | i | -7 | i | i | -0.1 | -13 | -2 | i | i | 1
CC(C)C(OC(=O)c1cccs1)C(=O)NCc1cccs1 (stereo not drawn) | i | i | -6 | i | i | -0.1 | -5 | 0 | i | i | -1
CCN(CC)S(=O)(=O)c1cccc(NC2=NCC(C)S2)c1 (stereo not drawn) | i | i | -4 | i | i | -0.2 | -11 | 13 | i | i | -5
COc1ccc(OCc2cc(C(=O)O)c(C)o2)cc1 | i | i | -2 | i | i | 1.0 | -58 | -93 | i | i | -5
O=C(NCc1cccc(C(F)(F)F)c1)c1ccc2c(c1)OCO2 | i | i | 5 | / | i | -0.2 | -23 | -5 | i | i | -4
CCCCn1c(=O)c2c(O)cc(=O)oc2c2ccccc21 | i | i | 1 | i | i | 22* | -17 | 11 | i | i | 6
CCc1cccc(NS(=O)(=O)c2ccc3c(c2)CCC(=O)N3)c1 | i | i | 0 | i | i | 0.0 | -22 | 6 | i | i | -2
O=C(NCc1ccccc1)NC1(C(=O)N2CCN(c3ccccc3)CC2)CCCCC1 | i | i | 7 | i | i | -2.4 | -13 | 10 | i | i | 2
Cc1ccc2oc(=O)n(CC(=O)OC(C)C)c2c1 | i | i | -1 | i | i | -0.3 | -33 | 9 | i | i | -6
O=C(Nc1nc2ccccc2s1)c1ccc(N2CCCCC2)c([N+](=O)[O-])c1 | i | i | 0 | i | i | 0.6 | -17 | -67 | i | i | 6
COCCNC(=S)N/N=C(\C)c1ccccc1F | i | i | 8 | i | i | 4.9 | 6 | -41 | i | i | 0
COc1cccc(OC)c1C(=O)NCCc1ccccc1 | i | i | / | i | i | 0.9 | / | 10 | i | i | 2

Copied from the list:
COC(=O)COc1ccc(S(=O)(=O)N2CCN(c3ccccc3F)CC2)cc1C | SKKanGAS inh = -6
CCC(C)NC(=O)CN1c2cccc3cccc(c23)S1(=O)=O (stereo not drawn) | HIF activator = 0.4

Other records:
SMILES | TRPC4 block | TRPC6 inhibitor | IEC-6 tox | MrgX1 antag | TRPC4 PAM | HIF activator | KLF5 inhibitor | aSyn 5UTR inh | TRPC4 agonist | TRPC6 activator | SKKanGAS inh
Cn1nnnc1SCc1nc2ccccc2[nH]1 | i | i | 3 | i | i | 1.4 | -29 | -51 | i | i | -3
O=C(NNS(=O)(=O)c1ccc(F)cc1F)c1csc(-c2cccnc2)n1 | i | i | 2 | i | i | -0.9 | -3 | 15 | i | i | -1
Cc1ccc2c(CC(=O)NC3CCS(=O)(=O)C3)coc2c1C (stereo not drawn) | i | i | -4 | i | i | / | -41 | 19 | i | i | 3
O=C(CSc1nnc(-c2cccnc2)n1Cc1ccco1)c1ccc(Br)cc1 | i | i | 0 | i | i | -0.2 | -26 | -1 | i | i | -3
O=C(Cc1coc2cc3c(cc12)CCC3)OCC(=O)N1CCCC1=O | i | i | -3 | i | i | -1.4 | 12 | 54 | i | i | -1
CCN(CC)CCNC(=O)Cc1nn(CC)c(=O)c2ccccc12 | i | i | -3 | i | i | 4.6 | -9 | 8 | i | i | -1
C=CCOc1ccc(CNn2cn[nH]c2=S)cc1 | i | i | 0 | i | i | / | -9 | 14 | i | i | -6
COC(OC)c1ccnc(-c2ccc(OC(=O)c3cccs3)cc2)n1 | i | i | -1 | i | i | 1.8 | -29 | -32 | i | i | 15
O=C(NCC(O)CN1CCOCC1)c1ccc([N+](=O)[O-])cc1 (stereo not drawn) | i | i | -2 | i | i | 0.1 | -3 | 16 | i | i | -4
COc1ccc(NC(=O)c2cc(OC)c(OC)c(OC)c2)cc1S(=O)(=O)N1CCCCC1 | i | i | 7 | i | i | -1.0 | 12 | 31 | i | i | -3
COc1ccc(CCNC(=O)c2cc(=O)c3cc(C)ccc3o2)cc1 | i | i | -2 | i | i | -0.2 | -17 | 12 | i | i | 6
COc1ccccc1Oc1ccnc2cc(Cl)ccc12 | i | i | 5 | i | i | -2.8 | -32 | 7 | i | i | 11
CCOC(=O)N1CCN(S(=O)(=O)c2ccc(C(=O)Nc3nnc(C4CC4)o3)cc2)CC1 | i | i | -3 | i | i | -1.6 | -15 | 7 | i | i | 3
COc1ccc(NC(=O)CSCC(=O)N2CCCc3ccccc32)cc1 | i | i | / | i | i | 0.0 | / | -2 | i | i | -4
CCOC(=O)c1c(C)[nH]c(C)c1S(=O)(=O)N(C)CC(=O)NCc1cccc(Br)c1 | i | i | 1 | i | i | -0.3 | 8 | -1 | i | i | -4
Cc1ccc(C)c(N(C)C(=O)CCS(=O)(=O)c2cccc3nonc23)c1 | i | i | 0 | i | i | 0.3 | -49 | 11 | i | i | -1
CCCn1ncc(CN2CCC(N3CCC(C(=O)N4CCOCC4)CC3)CC2)c1C | i | i | 0 | i | i | 0.9 | -15 | 5 | i | i | -4
Cc1ccc(NC(=O)CCCc2nc3ccccc3s2)c(O)c1 | i | i | 5 | i | i | -1.1 | 3 | 1 | i | i | -14
CC(C)OC(=O)CSc1nnc(-c2cnccn2)n1-c1ccccc1 | / | i | 1 | i | i | -0.2 | -38 | 12 | i | i | 0
CN(Cc1ccccc1)C1CCCN(C(=O)c2ccc(Cl)s2)C1 (stereo not drawn) | i | i | 5 | i | i | -0.4 | -34 | 16 | i | i | -1
Cc1ccc(C(=O)Nc2cccc(NC(=O)c3ccc(C)c([N+](=O)[O-])c3)n2)cc1[N+](=O)[O-] | i | i | 2 | i | i | -1.3 | -87 | -8 | i | i | 21
CCN(CC)CCCn1c2c(c(SCC(=O)Nc3ccc4c(c3)OCO4)nc1=O)CCC2 | i | i | / | i | i | -6.1 | / | -20 | i | i | -3
CCOc1ccc2nc(SCC(=O)NCc3ccccc3)[nH]c2c1 | i | i | -1 | i | i | -0.8 | 17 | 0 | i | i | -11
Cc1cc(NC(=O)COC(=O)C2CC(=O)N(c3ccc(Br)cc3)C2)no1 (stereo not drawn) | i | i | -1 | i | i | -0.8 | 23 | 9 | i | i | -3
CCn1c(=S)[nH]c2cc(Cl)ccc21 | i | i | -11 | i | i | -0.3 | -24 | 35 | i | i | -3
Additional structures follow.
SMILES | TRPC4 block | TRPC6 inhibitor | IEC-6 tox | MrgX1 antag | TRPC4 PAM | HIF activator | KLF5 inhibitor | aSyn 5UTR inh | TRPC4 agonist | TRPC6 activator | SKKanGAS inh
O=C(NCCNC(=O)c1ccccn1)c1ccc(Cl)cc1 | i | i | 6 | i | i | -0.7 | -16 | -12 | i | i | 5
CC1CN(C(=O)c2cc3c(=O)n4ccccc4nc3s2)CC(C)O1 (stereo not drawn) | i | i | 8 | i | i | 0.1 | -13 | -57 | i | i | 1
COc1ccccc1CNC(=O)CCS(=O)(=O)c1cccs1 | i | i | 0 | i | i | 0.1 | 0 | 0 | i | i | -7
Cc1nn(C)c(C)c1/C=C/C(=O)c1cccs1 | i | i | -3 | i | i | 2.7 | -179 | -41 | i | i | -7
CCOc1ccc(CN2CCN(Cc3cccn3-c3cccnc3)CC2CCO)cc1 (stereo not drawn) | i | i | 0 | i | i | -0.5 | 15 | -3 | i | i | 3
COc1ccccc1N1CC=C(c2cccc([N+](=O)[O-])c2)NC1=O | i | i | 4 | i | i | 0.3 | -14 | -7 | i | i | 0
COP(=O)(OC)c1nc(-c2ccc([N+](=O)[O-])cc2)oc1N1CCCCC1 | i | -7.1* | 0 | i | i | 0.1 | -18 | 1 | i | 19* | -1
Cc1ccc(CSC2=NCCN2S(=O)(=O)c2ccc(F)cc2)cc1 | i | i | -10 | i | i | -0.2 | -52 | -6 | i | i | 34
CCCc1ccc(C(=O)NNc2cccc(C)c2)cc1 | i | i | 4 | i | i | / | -28 | / | i | i | -6
COCC(=O)NC1CCN(C(=O)Nc2ccc(Br)cc2)CC1 | i | i | -2 | i | i | -0.5 | 2 | 12 | i | i | 0
Cc1ccc(S(=O)(=O)NCCCCCC(=O)NC(C)(C)CO)cc1 | i | i | 2 | i | i | 3.1 | 7 | 0 | i | i | -8
O=C(Nc1cc(Br)ccc1O)c1cc(-c2ccccc2)on1 | i | i | 5 | / | i | 3.6 | -113 | -131 | i | i | 0
COc1ccc(/C=N/Nc2ncc(-c3ccccc3)cn2)c(OC)c1 | i | i | 3 | i | i | -0.2 | -9 | 22 | i | i | 4
